High-throughput results from PubChem BioAssay.
APJ agonist – agonists of human apelin receptor APJ, primary screen, CHO-K1 cells, PathHunter beta-arrestin, luminescence | activation, % at 20 µM | 0% DMSO wells, 100% apelin | P35414 | 330,000 compounds, 0.11% hits;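 active means activation more than six SD over the plate average, tested at 20 µM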;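 further: 0% = DMSO alone and 100% = apelin-13 at 10 nM; some results filed as inactive read as strong as hits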
Target sequence (P35414 whole entry, looked up): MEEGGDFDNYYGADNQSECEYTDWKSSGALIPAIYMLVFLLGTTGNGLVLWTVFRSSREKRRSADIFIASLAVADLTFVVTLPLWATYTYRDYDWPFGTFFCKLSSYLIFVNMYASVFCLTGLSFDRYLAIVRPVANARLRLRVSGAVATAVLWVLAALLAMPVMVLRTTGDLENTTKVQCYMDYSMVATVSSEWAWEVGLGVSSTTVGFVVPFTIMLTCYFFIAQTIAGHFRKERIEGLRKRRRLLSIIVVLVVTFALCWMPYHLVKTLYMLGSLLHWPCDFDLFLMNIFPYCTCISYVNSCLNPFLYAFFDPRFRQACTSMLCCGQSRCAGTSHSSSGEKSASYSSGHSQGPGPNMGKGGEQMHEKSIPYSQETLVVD
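Material: CHO-K1 APJ beta-arrestin complementation cell line; Input: cell density 1000 per well; Incubation: compound stimulation 90 min at 25 °C, detection 60 min; Signal: luminescence from split beta-galactosidase complementation, Galacton Star/Emerald II substrate; Controls: DMSO-only wells as negative, 10 nM Apelin-13 as positive control.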
EBI2 antag – EBI2 receptor antagonists, beta-arrestin recruitment, primary screen, cell-based, luminescence, 7a,25-OHC stimulation, uHTS; G-protein coupled receptor 183 (Homo sapiens), P32249; 7a,25-OHC stimulated; inhibition, % at 5 µM; 360,000 compounds, 0.81% hits; AID 651636, 2012; in the data active means inhibition above about 38%;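 further: enzyme fragment complementation signal reports receptor beta-arrestin coupling in cells; 0% = agonist plus DMSO wells and 100% = wells without agonist; some results beyond the cut were filed as inactive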
APJ antagonist – antagonists of human apelin receptor APJ, primary screen, CHO-K1 cells, beta-arrestin complementation, luminescence | P35414 | 330,000 compounds, 0.32% hits | inhibition, % at 20 µM | AID 2521, 2010;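 active means inhibition above about 40% at 20 µM, limit read from the data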;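 further: cells challenged with 10 nM apelin-13 agonist together with compound; plate controls were apelin-13 plus DMSO wells for no effect and DMSO wells lacking apelin-13 for full effect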
Gli-Sufu antag – Gli-Sufu pathway antagonists, primary screen, luciferase luminescence, Sufu-KO-LIGHT cells, uHTS | Sufu-KO-LIGHT fibroblasts, Gli luciferase reporter luminescence | 340,000 compounds, 0.74% hits | AID 588413, 2011 | inhibition, % at 5 µM;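 active means inhibition above about 55%, limit read from the data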;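 further: 0% = DMSO-treated cells and 100% = wells with medium but no cells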
CCR6 antag – CCR6 receptor antagonists, primary screen, cell-based, CHO-K1, luminescence, beta-arrestin, uHTS. C-C chemokine receptor type 6 (Homo sapiens), P51684. CHO-K1 CCR6 PathHunter beta-arrestin, CCL20-stimulated. inhibition, % at 20 µM. 340,000 compounds, 0.49% hits;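 active means compounds whose inhibition of the agonist-driven luminescence signal at 20 µM reaches about 50%, limit read from the data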;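 further: cells stimulated with CCL20 at 14 nM final; plate controls were DMSO with CCL20 for no effect and DMSO without agonist for full effect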
CXCR6 inh – CXCR6 receptor inhibitors, primary screen, cell-based, beta-arrestin, luminescence, CHO-K1 PathHunter, 1536-well; 360,000 compounds, 0.36% hits; inhibition, % at 20 µM; C-X-C chemokine receptor type 6 (Homo sapiens), O00574; in the data active means inhibition above about 34%, passing the limit was not always enough;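 further: antagonist mode with CXCL16 agonist at 10 nM final; 0% = 10 nM CXCL16 with DMSO and 100% = unstimulated wells without agonist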
UBC13 polyUb – UBC13 polyubiquitin chain formation inhibitors, primary screen, biochemical, TR-FRET, uHTS | Ubiquitin-conjugating enzyme E2 N (Homo sapiens), P61088 | inhibition, % at 20 µM | 330,000 compounds, 0.47% hits; in the data active means inhibition above about 45%, passing the limit was not always enough; inconclusive means no clear call, values can overlap the other calls
Target sequence (P61088 whole entry, looked up): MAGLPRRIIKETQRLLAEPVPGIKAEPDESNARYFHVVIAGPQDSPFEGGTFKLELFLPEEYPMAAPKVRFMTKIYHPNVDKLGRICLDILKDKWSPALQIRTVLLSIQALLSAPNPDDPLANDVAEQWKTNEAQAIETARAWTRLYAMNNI
ATG4B inhibitor – ATG4B protease inhibitors, primary screen, biochemical, fluorescence, uHTS. ATG4B cleavage of LC3-PLA2, NBD-HPC fluorescence, 1 h. inhibition, % at 8.33 µM. 340,000 compounds, 0.51% hits; in the data active means inhibition above about 40%
Target sequence (Q9Y4P1 whole entry, looked up): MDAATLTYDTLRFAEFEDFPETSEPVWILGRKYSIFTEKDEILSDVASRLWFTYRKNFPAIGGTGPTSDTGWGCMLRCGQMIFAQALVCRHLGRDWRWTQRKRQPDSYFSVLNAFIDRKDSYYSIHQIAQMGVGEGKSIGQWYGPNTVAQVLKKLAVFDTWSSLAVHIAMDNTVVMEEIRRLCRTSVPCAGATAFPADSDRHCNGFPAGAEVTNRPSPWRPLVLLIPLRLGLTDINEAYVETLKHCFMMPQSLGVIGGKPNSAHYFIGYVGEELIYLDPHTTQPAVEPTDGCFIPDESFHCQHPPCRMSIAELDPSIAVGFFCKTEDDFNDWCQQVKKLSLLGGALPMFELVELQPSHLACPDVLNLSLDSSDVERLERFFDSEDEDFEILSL
* marks the source's active call; other numbers are inactive results; u = inconclusive; x = no result given.

SMILES	APJ agonist	EBI2 antag	APJ antagonist	Gli-Sufu antag	CCR6 antag	CXCR6 inh	UBC13 polyUb	ATG4B inhibitor
O=C(c1ccccc1)c1cccn1CC(=O)N1CCN(c2ccc(F)cc2)CC1	-3	0	0	8	-1	1	4	-7
CCOC(=O)Nc1ccc(NC(=O)OCC)cc1	-5	4	9	-17	4	-3	2	-7
CN(C(=O)CSc1nc(N)nn1-c1ccccc1)c1ccccc1	-4	2	-61	-4	-1	0	-5	-10
O=C(Nc1ccc(CN2CCS(=O)(=O)CC2)cc1)c1ccc(Cl)cc1	3	10	-9	-1	12	-8	1	-14
O=C(Nc1cccc(S(=O)(=O)N2CCCCCC2)c1)c1cc(=O)c2ccccc2o1	-3	-7	-12	12	-12	0	-1	-12
Cc1ccccc1CSc1ccc2nnc(-c3ccccn3)n2n1	-1	8	7	-2	3	4	1	-6
N#C/C(=C\c1ccccc1Cl)C(=O)Nc1ccccn1	-4	-8	-2	-3	4	-1	6	5
Cc1ccc(N=Cc2c(O)n(-c3nccs3)c(=O)c3ccccc23)cc1	-2	-9	-7	5	11	3	-7	11
CC(C)C1Nc2ccc(S(N)(=O)=O)cc2C2C=CCC21 (centres undefined)	3	-5	-3	-2	-9	-1	1	-11
CCCNc1nc(OC(C(F)(F)F)C(F)(F)F)nc(OC(C(F)(F)F)C(F)(F)F)n1	-2	-2	9	1	15	5	-2	0
Cc1sc2nc(C3CC3)nc(N3CCN(C(=O)c4ccc(Cl)cc4)CC3)c2c1C	0	76*	4	11	6	17	-4	50*
CC1CCCC(C)N1C(=O)COC(=O)CSc1ccc([N+](=O)[O-])cc1 (centres undefined)	-5	-5	-8	2	-10	-9	-6	-6
Cc1cccc(OC(C)C(=O)N(Cc2cccs2)C2CCS(=O)(=O)C2)c1C (centres undefined)	1	3	5	3	5	-1	-7	3
CC(=O)Nc1ccc(S(=O)(=O)Nc2ccccn2)cc1	-2	-10	-2	-2	-9	-7	-6	7
Cc1oc(-c2cc(F)ccc2F)nc1CN1CCC(C(=O)N2CCOCC2)CC1	-2	0	16	-3	10	-3	7	14
CCNc1ccc(S(=O)(=O)N(C)C)cc1NCC(=O)Nc1ccccc1F	-2	1	1	8	-15	-8	-3	-4
CCN(CC)C(=O)c1cc(C(C)(C)C)c(O)c(C(C)(C)C)c1	-1	0	6	7	6	8	-5	-1
CCOC(=O)Cc1csc(N/N=C/c2ccccc2)n1	-2	-13	10	-6	11	0	3	2
Cc1nc(/C(=N/O)C(N)=O)cs1	1	5	-3	3	-1	-4	18	-8
Cc1ccc2c(c1)nnn2C1CCN(C(=O)c2cccs2)CC1	5	1	12	1	-16	3	-10	-8
OC1CCN(c2ncnc3nc[nH]c23)CC1	-3	-1	-69	-1	-5	-3	13	-2
CCOc1ccccc1NC(=O)COC(=O)Cc1cccs1	6	-6	-4	1	22	4	0	5
CC(C)CC(=O)/C(=C\c1ccc(Cl)cc1Cl)n1cncn1	x	15	x	8	-13	-1	x	-10
COc1ccc2c(c1OC)C(=O)N1c3ccccc3C(=O)N(c3ccccc3F)C21 (centres undefined)	3	-31	-10	-16	13	1	4	24
CCN1C(N(C)C)=NC[C@@H]1Cc1ccccc1	7	-25	-2	10	3	-3	12	-13
O=C(O)c1ccccc1O	3	4	1	-3	19	3	3	-5
CCn1cc(C(=O)NN)c(=O)c2cc(F)c(N3CCCCC3)cc21	-2	4	-3	1	10	-11	2	8
CSc1ccccc1C(=O)Nc1ccc2c(c1)CCC2	-5	-7	14	10	2	-4	1	4
COc1ccc(-n2c(SCc3nnc(-c4ccccc4)o3)nnc2-c2ccccc2)cc1	3	35	2	-14	14	1	-1	-9
Cc1nnc(-c2cnn(C)c2N)n1Cc1ccc(Cl)cc1	-2	5	4	4	-13	-4	3	2
O=C(CSc1ccc2nnc(-c3cccnc3)n2n1)Nc1ccccc1	6	1	-18	4	0	6	-10	-5
O=C(Nc1nc(-c2cccs2)cs1)c1ccc(Cl)s1	-1	16	15	-13	9	3	0	-6
CC(=O)c1cc(-c2ccc(F)cc2)n(CC(=O)NCc2cccs2)c1C	-4	-4	-7	6	8	7	3	4
CC1(C)CC(NC(=S)Nc2ccc([N+](=O)[O-])cc2)CC(C)(C)N1	-1	-1	11	-3	2	-2	-1	1
Cn1c(=O)c(C(=O)NCc2ccc(Cl)cc2)c(O)c2ccccc21	-1	1	5	-3	-12	3	15	1
CCc1cccc(NC(=O)c2snc3c(=O)[nH]cnc23)c1	-1	3	9	-1	12	5	-10	-5
COc1ccc(-c2ccc(CCC(=O)O)n2NC(N)=O)cc1	-2	-4	3	0	3	-16	-4	5
O=C(N/N=C/c1ccccc1C(=O)O)c1cc(-c2ccc3c4c(cccc24)CC3)n[nH]1	-2	-6	-11	-9	-6	1	-7	-14
O=S(=O)(NCC1CCCO1)c1ccc(Cl)c(C(F)(F)F)c1 (centres undefined)	-3	-7	12	4	10	2	-1	-9
CC[C@]1(C(=O)OC)[C@H]2C(=O)N(Cc3ccccc3)C(=O)[C@H]2[C@H]2CN=C(SCc3ccc(Cl)cc3)N21	x	19	x	5	19	10	x	-10
Cc1noc(NS(=O)(=O)c2ccc(NC(=O)CC34CC5CC(CC(Br)(C5)C3)C4)cc2)c1C	-3	-5	5	6	-3	7	-4	-10
CCCCn1c(SCC(=O)c2ccc3c(c2)OCCO3)nnc1-c1ccco1	-1	-10	14	-1	18	11	-2	3
S=c1nc(-c2ccccc2)n(CCCN2CCOCC2)c2c1CCCC2	0	-18	22	-2	7	4	10	-3
COc1ccc(NC(=O)c2cccc(-c3ccc(O)cc3)c2)cn1	1	10	-6	20	3	-8	2	-8
COc1ccc(C(C(=O)NC2CCCC2)N(Cc2ccccc2)C(=O)CNC(=O)c2ccco2)cc1 (centres undefined)	3	0	6	7	19	-10	-6	-4
CCCC1=C(C(=O)OCC)C(c2ccccc2OC)NC(=O)N1 (centres undefined)	-3	4	12	1	1	-9	3	5
COc1ccccc1NS(=O)(=O)c1ccc2ccccc2c1	-2	-3	2	1	12	-5	5	-16
COc1cccc(-c2ccc(NC(=O)C3CCCN(CCCn4nc(C)cc4C)C3)cc2)c1 (centres undefined)	3	3	6	16	11	0	11	-6

Rewritten with each value named: 2 of the compounds above
COc1ccc(-c2ccc(CCC(=O)O)n2NC(N)=O)cc1
- APJ agonist = -2
- EBI2 antag = -4
- APJ antagonist = 3
- Gli-Sufu antag = 0
- CCR6 antag = 3
- CXCR6 inh = -16
- UBC13 polyUb = -4
- ATG4B inhibitor = 5

O=C(N/N=C/c1ccccc1C(=O)O)c1cc(-c2ccc3c4c(cccc24)CC3)n[nH]1
- APJ agonist = -2
- EBI2 antag = -6
- APJ antagonist = -11
- Gli-Sufu antag = -9
- CCR6 antag = -6
- CXCR6 inh = 1
- UBC13 polyUb = -7
- ATG4B inhibitor = -14

(more compounds)
SMILES	APJ agonist	EBI2 antag	APJ antagonist	Gli-Sufu antag	CCR6 antag	CXCR6 inh	UBC13 polyUb	ATG4B inhibitor
CC(=O)Nc1ccc(NCC(O)COc2ccccc2)cc1 (centres undefined)	1	-15	-10	-2	-7	0	-14	2
O=C(NCc1nnc(SCC(=O)N2CCCc3ccccc32)o1)c1ccco1	-2	-2	-9	-5	1	3	-17	0
Cc1ccc(Cl)cc1N1CCN(C2CCCCC2NS(=O)(=O)c2ccccc2)CC1 (centres undefined)	-5	16	8	41	7	10	-22	-3
Cc1cc(C)c(S(=O)(=O)N2CCOC2CNC(=O)C(=O)NCCCN2CCCC2=O)c(C)c1 (centres undefined)	-1	-2	9	1	-4	-6	3	-3
O=C(CSc1ncnc2ccccc12)Nc1cc(S(=O)(=O)N2CCCCC2)ccc1Cl	-2	-41	-3	10	23	2	26	1
O=C(Cc1ccccc1)Nc1ccccc1N1CCOCC1	0	-5	23	8	13	-6	3	-5
Cc1cccc(N(CC(=O)NCCSCc2ccco2)S(=O)(=O)c2ccccc2)c1	-6	5	11	-2	8	-1	-7	0
O=C(NC1CCSC1=O)c1cccc(Cl)c1 (centres undefined)	-1	-9	5	-1	-7	-7	-3	4
CC1(C)C(=O)Nc2ccccc2N1C(=O)COC(=O)C1CCCCC1	4	-7	-6	-1	15	-4	-14	-13
O=S(=O)(Nc1nccs1)c1ccc(F)cc1	-4	-6	-26	-1	-14	2	0	6
O=C(Nc1cccc(O)c1)c1ccc(Br)cc1	5	8	-6	0	13	1	-9	6
CCN(CC)C(=O)[C@H]1C[C@H](CC(=O)NCCN2CCOCC2)C(=O)N2CCc3c([nH]c4cc(-c5ccco5)ccc34)[C@]12C	x	-4	x	-3	11	-2	x	-12
CCC1CCCCN1S(=O)(=O)c1ccc([N+](=O)[O-])cc1 (centres undefined)	2	0	-26	x	-4	-12	-3	2
CC(C)CNC(=O)CCCc1ccccc1	-2	-6	6	-15	17	4	1	1
CCc1ccccc1NC(=O)CSc1nc2n[nH]c(C)c2c(=N)n1-c1cccc(OC)c1	1	12	4	11	29	9	16	-17
O=C(c1cc2c(s1)-c1ccccc1OC2)N1CCCC1	-3	2	2	-74	-12	0	u	-4
O=C(Nc1ccc(Br)cc1F)C1CC(=O)N(C2CCCCC2)C1 (centres undefined)	-3	5	1	4	2	11	3	-5
Cc1cc2n(c(=O)c1C#N)CCCN2c1ccccc1	-2	5	7	3	-11	8	-16	-2
Cn1c(=O)c2c(ncn2CC(=O)N2CCN(S(=O)(=O)c3ccccc3)CC2)n(C)c1=O	4	13	4	-3	-1	-8	-4	1
CCCCNCc1cc(Br)c(OCC(=O)NCc2ccccc2)c(OC)c1	-4	6	9	11	10	7	-3	2
CO/N=C(\CS(=O)(=O)Cc1ccc(OC)cc1)c1ccc(Cl)cc1	4	15	-23	-7	13	3	2	7
CCCCC(=O)NC1(C(F)(F)F)C(=O)N(Cc2ccco2)C(C)=C1C(=O)OC (centres undefined)	-1	-4	21	4	3	3	3	-11
CCCCCc1cc(O)c2c(C)cc(=O)oc2c1	1	10	-7	11	-25	-5	12	7
CCOc1ccccc1N1CCN(C(=O)NCc2ccc(Cl)cc2)CC1	1	21	-9	x	28	0	0	6
O=C(CSc1nnc(CNC(=O)c2c(F)cccc2Cl)o1)NCCc1ccccc1	-2	-6	16	-3	-9	-2	0	5
O=C(N/N=C/c1cccnc1)c1[nH]ncc1Br	0	5	-17	-8	-4	-5	-3	-1
Cc1cc(C)n(CC(=O)c2ccc(Cl)cc2)n1	-7	-2	1	6	9	-5	-9	3
COc1ccccc1/C=C1\N=C(C(C)(C)C)OC1=O	-3	16	26	-8	20	7	0	2
Cc1ccc(/C=N/NC(=O)CN2CCN(Cc3ccccc3)CC2)o1	2	14	2	-12	-16	-4	-2	-4
COc1ccccc1CCC(=O)Nc1cccc(S(=O)(=O)N2CCCC2)c1	-6	3	4	0	17	6	2	4
O=C(O)C1CCCCC1C(=O)NCCc1ccncc1 (centres undefined)	-7	2	10	-3	-9	-1	3	-9
CNC(=O)c1cccc(NC(=O)c2ccccc2OCc2ccccc2)c1	1	0	3	-16	4	1	1	4
Cc1c(NC(=S)NC(=O)C2CCCCC2)c(=O)n(-c2ccccc2)n1C	-2	-5	-2	-1	0	-5	5	2
